Screening results deposited in PubChem BioAssay by several laboratories.
GSK3 alpha inh = human GSK-3 alpha kinase inhibition. P49840. ADP-Glo luminescence, 60 min. inhibition, % at 10 µM. actives 0.1% (n = 320,000). AID 2650;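 in the data active = inhibition above about 50%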;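 also: GST-tagged GSK-3 alpha with peptide substrate and 25 µM ATP; 0% = DMSO neutral wells and 100% = GW8510 positive control wells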
KCNK9 block = inhibitors of human KCNK9 two-pore domain potassium channel. Q9NPC2. HEK293 KCNK9, FluxOR thallium flux fluorescence; active compounds read low. B-score at 10 µM. actives 1.2% (n = 310,000). AID 488922;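 active = ratio B-score over 3 SD below the library mean, with starting fluorescence within 5 SD of its mean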;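 also: negative B-score means less thallium flux so channel inhibition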
KCNQ1 pot = human KCNQ1 channel potentiation or activation; CHO-K1 KCNQ1, thallium flux FluxOR fluorescence; active compounds read high; B-score at 10 µM; AID 2648; actives 0.35% (n = 310,000); P51787;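 active = fluorescence ratio B-score, a plate-corrected score, at least three library SD, with initial intensity B-score within 5 SD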
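Test system: CHO-K1 cells stably expressing KCNQ1 / Medium: assay buffer / Also added: depolarizing K+/Tl+ stimulus, K2SO4 and Tl2SO4 each 12.5 mM in 5x stock / Incubation: 90 min dye loading and 20 min compound exposure, both at room temperature / Signal: thallium influx via FluxOR fluorescence, kinetic imaging / Evaluation: B score of baseline-normalized fluorescence ratio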
hERG rescue = shields human hERG channel from block by proarrhythmic agents; activation (rescue from dofetilide block), less the hit threshold, % at 10 µM; CHO-hERG, FluxOR thallium flux, dofetilide IC70 present; actives 0.51% (n = 310,000); Q12809; AID 1511;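 active = activation above the mean of controls blocked by dofetilide plus 5 SD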;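 also: thallium influx through hERG after potassium depolarization seen as dye fluorescence rise; in these data hits start at about 4.7%; inactives centre near -7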
Target sequence (Q12809 whole entry, looked up): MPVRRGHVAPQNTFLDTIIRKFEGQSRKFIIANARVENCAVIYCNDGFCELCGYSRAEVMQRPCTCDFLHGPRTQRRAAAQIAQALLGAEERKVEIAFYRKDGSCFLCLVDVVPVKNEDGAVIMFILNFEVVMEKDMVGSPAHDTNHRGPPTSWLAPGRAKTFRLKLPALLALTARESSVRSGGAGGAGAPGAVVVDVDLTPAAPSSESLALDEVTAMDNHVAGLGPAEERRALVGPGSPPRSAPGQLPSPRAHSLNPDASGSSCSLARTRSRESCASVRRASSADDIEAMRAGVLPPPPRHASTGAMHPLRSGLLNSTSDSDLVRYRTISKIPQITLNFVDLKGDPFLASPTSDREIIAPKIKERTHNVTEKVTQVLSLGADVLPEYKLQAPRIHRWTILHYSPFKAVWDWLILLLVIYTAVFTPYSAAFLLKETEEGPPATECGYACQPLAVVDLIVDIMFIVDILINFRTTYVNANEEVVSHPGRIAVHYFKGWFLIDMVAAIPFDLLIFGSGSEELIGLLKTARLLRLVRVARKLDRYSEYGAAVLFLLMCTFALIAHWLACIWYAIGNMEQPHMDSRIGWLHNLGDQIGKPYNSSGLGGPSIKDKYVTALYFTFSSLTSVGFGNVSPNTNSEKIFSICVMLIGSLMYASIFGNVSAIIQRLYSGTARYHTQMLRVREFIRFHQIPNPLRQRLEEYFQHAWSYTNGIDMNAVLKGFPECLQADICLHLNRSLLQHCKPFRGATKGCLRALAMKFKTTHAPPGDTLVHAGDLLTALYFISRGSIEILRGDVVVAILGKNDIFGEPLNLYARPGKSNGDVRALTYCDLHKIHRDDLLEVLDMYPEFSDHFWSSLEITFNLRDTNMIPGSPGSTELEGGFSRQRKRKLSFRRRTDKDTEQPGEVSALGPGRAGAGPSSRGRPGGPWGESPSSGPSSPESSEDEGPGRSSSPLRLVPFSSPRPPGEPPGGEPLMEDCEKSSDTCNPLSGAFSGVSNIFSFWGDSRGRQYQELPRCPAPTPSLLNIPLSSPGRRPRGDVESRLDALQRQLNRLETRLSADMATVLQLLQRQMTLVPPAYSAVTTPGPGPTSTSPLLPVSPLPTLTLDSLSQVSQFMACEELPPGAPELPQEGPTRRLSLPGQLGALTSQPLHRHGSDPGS
GSK3B inh = blocks human GSK3beta kinase activity; P49841; actives 0.038% (n = 300,000); GST-GSK3beta kinase, ADP-Glo luminescence, 60 min; active compounds read low; activity score (negative = inhibition), % at 10 µM; AID 2097;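 active = more than half of replicate wells score below -50%, meaning over 50% inhibition versus plate controls; inconclusive = some replicates but at most half score below -50%; inactive = no replicate scores below -50%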;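 also: 0% = median DMSO wells and -100% = median GW8510 positive control wells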
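Assay system: GST-fused GSK3beta enzyme, cell-free / Medium: Tris pH 7.5 buffer with MgCl2, DTT, BSA, heparin / Also added: peptide substrate plus 25 µM ATP (final) / Compound: 10 µM single point / Timing: kinase reaction with compound 60 min at room temperature / Detection: ADP-Glo luminescence / Benchmarks: DMSO neutral wells and GW8510 at 20 µM as positive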
DYRK1A inh = Dyrk1A (rat) kinase inhibition; Q63470; ADP-Glo luminescence, NFATc1 peptide; inhibition, % at 12.5 µM; actives 0.43% (n = 310,000); AID 504441; in the data active = inhibition above about 50%;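 also: plate controls were vehicle with enzyme for no effect and no enzyme for full effect; many of its hits are not listed in these tables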
KCNQ1 block = inhibitors of human KCNQ1 potassium channel; P51787; CHO-K1 KCNQ1, FluxOR thallium flux fluorescence; active compounds read high; B-score at 10 µM; actives 1.3% (n = 310,000); AID 2642;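 active = compounds whose thallium flux B-score, printed positive for inhibition, exceeds three library SD while starting fluorescence stays within three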;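 also: channel opened by potassium depolarization with thallium stimulus after 20 min compound exposure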
RGS4 act = potentiators or activators of RGS4. B-score at 10 µM. HEK293 M3R/inducible RGS4, carbachol calcium flux Fluo4; active compounds read low. actives 0.92% (n = 310,000);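 active = B-score of the integrated calcium signal more than 4 SD below the library mean, with starting fluorescence not abnormally high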;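 also: negative B-score means reduced calcium response which marks RGS4 activation or potentiation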
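test system = HEK293 cells with stable M3R and inducible RGS4 | schedule = recording 10 s baseline at 1 Hz, 100 s post-agonist | technique = Fluo4-AM (2 µM) calcium-flux fluorescence, kinetic read | measure = Agonist-evoked peak-minus-minimum fluorescence over baseline, integrated ratio, B score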
PolyA inh = blocks polyadenylation in yeast reporter cells; actives 0.02% (n = 300,000); calls only at 12 µM; S. cerevisiae SKY197-pL101 polyadenylation reporter, beta-gal luminescence; efflux-impaired pdr1/pdr3 knockout yeast; score 100 = 6 SD above DMSO;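 active = lowest replicate activity score at least 50, where 100 means six control SD above control mean; inconclusive = lowest score under 50 but half or more replicates reach 50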;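 also: yeast exposed to compound for 9 h at 30 °C; higher score means more reporter readthrough which indicates perturbed polyadenylation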
HDAC3 inhib = inhibitors of human histone deacetylase 3. O15379. recombinant HDAC3, fluorogenic peptide/trypsin coupled, fluorescence. inhibition, % at 8.3 µM. actives 0.15% (n = 320,000). AID 2718; in the data active = inhibition above about 26%, passing the limit was not always enough; inconclusive = no clear call, values can overlap the other calls
KCNK3 inh = human KCNK3 channel inhibition, primary screen; O14649; B-score at 10 µM; actives 0.84% (n = 340,000); CHO-KCNK3 thallium flux, FluxOR fluorescence; active compounds read low;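 active = B-score under library mean minus 4 SD, starting fluorescence ratio at most library mean plus 5 SD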;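 also: more negative B-score means stronger inhibition of thallium flux through KCNK3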
Active calls of the source: *; i = inactive; ? = inconclusive; . = not tested or not shown.

SMILES	GSK3 alpha inh	KCNK9 block	KCNQ1 pot	hERG rescue	GSK3B inh	DYRK1A inh	KCNQ1 block	RGS4 act	PolyA inh	HDAC3 inhib	KCNK3 inh
COc1cccc(SCC2(O)CCN(C(=O)c3ccc(Cl)cc3)CC2)c1	-2	i	i	-11	3	0	i	i	i	-4	i
CCN(CC)CCNC(=O)c1ccc(NS(=O)(=O)c2ccc3c(c2)OCCO3)cc1	2	i	i	-11	0	-7	i	i	i	8	i
O=C(CSc1nnc(CNC(=O)c2cccc(C(F)(F)F)c2)o1)NCc1ccco1	1	i	i	-8	-3	.	i	i	i	1	i
CS(=O)(=O)c1ccc(SCC(=O)NC2CCS(=O)(=O)C2)c([N+](=O)[O-])c1 (stereo unspecified)	-4	i	i	-3	0	6	i	i	i	2	i
NC(=O)c1cccc(NC(=O)CCCCC(=O)Nc2cccc(C(N)=O)c2)c1	0	i	i	-5	4	3	i	i	i	4	i
Cc1ccc(OCC(=O)N2CCN(S(=O)(=O)c3ccccc3)CC2)c([N+](=O)[O-])n1	3	i	i	-8	3	-5	i	i	i	4	i
COc1cc(OC)cc(C(=O)N2CCN(C(=O)c3cccc(F)c3)CC2)c1	1	i	i	-9	3	13	i	i	i	13	i
O=C(Nc1cc(Cl)cc(Cl)c1)N1CCCC1	1	i	i	-11	2	0	i	i	i	5	i
CCCCOC(=O)NCN1C(=O)C2C3C=CC(C3)C2C1=O (stereo unspecified)	0	i	i	-3	-7	-21	i	i	i	5	i
Cc1ccn2c(C(=O)CSc3ccc(Cl)cc3Cl)c(C)nc2c1	-4	i	i	-4	1	-8	i	i	i	-8	i
O=C(C1CC1)N(Cc1ccco1)c1nc(-c2ccccc2)cs1	0	-12*	i	-10	-2	.	i	i	i	5	-9.6*
O=C(NCCN1CCN(C(=O)c2cccc(Br)c2)CC1)C(=O)Nc1ccc(Br)cc1	2	i	i	-6	-1	-1	i	i	i	-3	i
CN=C1SC(CC(=O)Nc2cccc(Cl)c2Cl)C(=O)N1C (stereo unspecified)	-3	i	i	-9	-1	4	i	i	i	1	i
CCn1c(SCC(=O)Nc2ccc(N3CCOCC3)cc2)nnc1-c1ccco1	0	i	i	-9	1	2	i	i	i	-8	i
Cc1cccc(C(=O)Oc2ccc(/C=N/NC(=O)c3ccncc3)cc2)c1	-2	i	i	-7	.	-9	i	i	i	-1	i
O=C1[C@@H]2Cc3c([nH]c4ccccc34)CN2C(=O)CN1CCO	1	i	i	-6	-1	3	i	i	i	-19	i
CC(=O)Nc1ccc(S(=O)(=O)N2CCN(C(=O)c3ncoc3-c3ccc(C)cc3)CC2)cc1	2	i	i	-9	2	7	i	i	i	1	i
CS(=O)(=O)N(CC(=O)N1CCc2ccccc2C1)c1ccccc1F	1	i	i	-5	-2	.	i	i	i	-2	i
CC(C)CSC1=NSC2=NC(=O)/C(=C\c3ccccc3)C(=N)N12	.	i	20*	22*	3	.	i	i	i	.	i
CCCCC(CC)CNC(=O)CC1Nc2c3ccccc3nc(=S)n2C1=O (stereo unspecified)	0	i	i	1	-1	.	i	i	i	4	i
CC(C)(C)c1ccc(OCC(=O)N2CCN(c3ncccn3)CC2)cc1	-1	i	i	-6	5	1	i	i	i	4	i
CCCn1c(C)cc(C(=O)Cn2nnc3ccccc3c2=O)c1C	0	i	i	-12	0	2	i	i	i	10	i
Cc1cccc(C(=O)N2CCCC(c3nc(-c4ccc(C)o4)no3)C2)c1 (stereo unspecified)	0	i	i	-7	-1	-3	i	i	i	1	i
Cn1ncc2c(Nc3cccc(Cl)c3)nc(Nc3cccc(Cl)c3)nc21	-1	i	i	-4	-2	-1	i	i	i	-6	i
CC(CCc1ccccc1)NC(=O)c1cccs1 (stereo unspecified)	7	i	i	4.9*	1	.	i	i	i	3	i
SMILES	GSK3 alpha inh	KCNK9 block	KCNQ1 pot	hERG rescue	GSK3B inh	DYRK1A inh	KCNQ1 block	RGS4 act	PolyA inh	HDAC3 inhib	KCNK3 inh
COc1ccc2c(CC(=O)N3CCN(S(=O)(=O)c4cccs4)CC3)coc2c1	-1	i	i	-12	1	2	i	i	i	-3	i
CC1CCN(CCCNC(=O)CN2C(=O)CSc3ccc(S(=O)(=O)N4CCOCC4)cc32)CC1	-1	i	i	-2	4	-3	i	i	i	-1	i
S=C(NCCCN1CCOCC1)N1CCN(c2ccccc2)CC1	11	i	i	-5	-3	5	i	i	i	-3	i
CC(C)(C)c1n[nH]c(=S)n(N)c1=O	-4	i	i	-12	1	-2	i	i	i	11	i
O=C(NCc1ccccc1)c1cccc(OCC(=O)N2CCN(C(=O)c3ccco3)CC2)c1	1	i	i	-16	-1	-10	i	i	i	2	i
Cc1cccc2cc(CN(C(=O)c3cccc([N+](=O)[O-])c3)C(C)C)c(=O)[nH]c12	0	i	i	-10	1	5	i	i	i	-8	i
C=CCn1c(CNC(=O)c2ccco2)nnc1SCC(=O)N1c2ccccc2Sc2ccccc21	-1	i	i	-12	-3	-11	i	i	i	-1	i
N#CCOC(=O)/C=C/c1ccc2c(c1)OCO2	1	i	i	-1	0	-3	i	i	i	-7	i
O=C1CC(/C=C/c2cccnc2)=Nc2ccccc2N1	0	i	i	-7	0	5	i	i	i	?	i
Cc1cc(C)c(NC(=O)/C=C\C(=O)O)c(Cl)c1	-3	i	i	-12	-2	-4	i	i	i	3	i
COc1ccc(C2/C=C\CN(C(=O)Nc3ccc(C(F)(F)F)cc3)CC(=O)N2Cc2ccc(F)cc2)cc1 (stereo unspecified)	-1	i	i	-16	2	1	i	i	i	?	i
COc1ccc(NC(=O)CSc2nccn2-c2ccccc2)cc1	-6	i	i	-9	4	-1	i	i	i	5	i
COC(=O)c1c(C)[nH]c(C(=O)OC(C)C(=O)N(C)C2CCCCC2)c1C (stereo unspecified)	-1	i	i	-5	-6	0	i	i	i	7	i
COc1ccc(NC(=S)N2CCC(NC(=O)c3cccc(C)c3)CC2)cc1	3	i	i	-5	2	-6	i	i	i	0	i
COc1cc(NC(=O)c2cc(S(=O)(=O)N3CCCCC3)c[nH]2)cc(OC)c1	2	i	i	-4	-1	-2	i	i	i	-2	i
O=C(NCc1ccccn1)c1ccccc1OCc1ccc(F)cc1	2	i	i	-17	0	.	i	i	i	2	i
Cn1ccnc1SCCNC(=O)CCc1nnc(CCCCc2ccccc2)o1	-1	i	i	-10	1	-6	i	i	i	2	i
COc1ccc(-c2nc(CN3CCCCC3c3nccn3C)c(C)o2)c(C)c1C (stereo unspecified)	0	i	i	-5	2	5	i	i	i	-2	i
Cc1sc2ncnc(NCC(O)c3ccccc3)c2c1C (stereo unspecified)	1	i	i	-16	-1	23	i	i	i	8	i
CC(=O)CCc1ccc(OCCCOc2cccc3cccnc23)cc1	0	i	i	-10	-1	22	i	i	i	-14	i
O=C(NCCCn1ccnc1)c1ccc(S(=O)(=O)N2CCOCC2)cc1	2	i	i	-14	1	3	i	i	i	8	i
Cc1c(CNCCc2ccccc2Cl)c(C(=O)O)c(C)n1-c1ccccc1	-4	i	i	-10	1	5	i	i	i	-1	i
COc1ccc(OC)c(S(=O)(=O)N/N=C\c2cn(CC(N)=O)c3ccccc23)c1	-2	i	i	-11	-3	6	i	i	i	.	i
COC(=O)/C=C1\S/C(=N/NC(=O)c2ccccc2)NC1=O	-10	i	i	-13	2	-5	i	i	i	12	i
O=C(NCCN1CCOCC1)c1ccc(/C=C2\Sc3ccccc3N(Cc3ccc(F)cc3)C2=O)cc1	0	i	i	-18	6	5	10*	i	i	-6	i
SMILES	GSK3 alpha inh	KCNK9 block	KCNQ1 pot	hERG rescue	GSK3B inh	DYRK1A inh	KCNQ1 block	RGS4 act	PolyA inh	HDAC3 inhib	KCNK3 inh
O=C(O)c1ccc(/C=N/NC(=O)c2cc(-c3cccs3)nc3ccccc23)cc1	0	i	i	-12	6	7	i	i	i	-9	i
NC(=O)CCn1c(C(=O)c2cc(Cl)c(N)c(Cl)c2)c2ccccc2[n+]1[O-]	4	i	i	-6	1	8	i	i	i	14	i
CCOC(=O)c1c(-c2ccc(C)o2)csc1NC(=S)NC(=O)N(C)C	-1	i	39*	14*	2	2	i	i	i	-6	i
Cc1ccc(N=C(N)N=C(N)N)cc1	-1	i	i	-8	2	-1	i	i	i	-11	i
CC(=O)Nc1ccc(S(=O)(=O)NCc2nc(-c3cccc(C)c3)no2)cc1	2	i	i	-9	1	-5	i	i	i	-1	i
CCNc1nc(CN2CCOCC2)nc2sc3c(c12)CCC3	0	i	i	-5	2	0	i	i	i	-3	i
CCOC(=O)Cn1c(=O)oc2cc(S(=O)(=O)NCc3cccs3)ccc21	-1	i	i	-6	-1	7	i	i	i	2	i
CC(C)CCNC(=O)c1cn(CC(C)C)c(=O)c2c1c1ccccc1n2C	0	i	i	-2	-8	2	i	i	i	-2	i
CCCCNC(=O)C1CCC(CNc2nc(=S)[nH]c3ccccc23)CC1 (stereo unspecified)	-1	i	i	-12	.	.	i	i	i	-2	i
CCCOc1ccc(N2C(=O)CC(NCc3ccncc3)C2=O)cc1 (stereo unspecified)	-2	i	i	-5	1	8	i	i	i	-5	i
COc1ccc(/C(N)=N/OC(=O)c2ccco2)cc1OC	6	i	i	-7	-3	3	i	i	i	1	i
CC(NC(=O)Cn1nnc(-c2ccncc2)n1)c1ccccc1 (stereo unspecified)	.	i	i	-3	-10	.	i	i	i	.	.
CCC(CC)c1nc2cc(OC)c(OC)cc2c(=O)o1	3	i	i	-3	-1	-2	i	i	i	-10	i
COc1ccc(-c2c[n+]3c(n2-c2ccccc2)SCC3)cc1	-4	i	i	-7	2	-5	i	-8.5*	i	-8	i
N#CCCn1cc(C(=O)O)c(-c2cccs2)n1	-3	i	i	-6	-1	-5	i	i	i	-1	i

This is a subset, so the mix of outcomes need not match the whole.
